RGS4 block = human RGS4 inhibition | HEK293 M3R/RGS4 inducible, Fluo-4 calcium flux; active compounds read high; triggered by carbachol at its EC20 | B-score at 10 µM | 310,000 compounds, 0.45% hits | P49798;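 active = B-score, a plate-corrected calcium signal, over three deviations above library mean, with baseline fluorescence within five deviations of library mean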;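 also: RGS4 expression induced by doxycycline in cells with stable M3 receptor; B-score is computed from the integrated fluorescence ratio over baseline after carbachol; higher B-score means a larger calcium signal and so more RGS4 inhibition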
TRPC6 inhibitor = inhibitors of mouse TRPC6 channel. Q61143. HEK293-TRPC6, membrane potential dye, ACh-evoked depolarization; active compounds read low. B-score at 10 µM. 310,000 compounds, 1.1% hits. AID 2553;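 active = B-score under library mean minus 3 SD, initial fluorescence not abnormally high, positive integrated signal ratio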;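 also: B-score derived from integrated fluorescence ratio over the kinetic read; more negative B-score means stronger inhibition of depolarization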
TRPC6 activator = activators of mouse TRPC6 channel; Q61143; HEK293-TRPC6 membrane potential dye fluorescence; active compounds read high; 310,000 compounds, 0.13% hits; B-score at 10 µM;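 active = B-score of the integrated fluorescence ratio above library mean plus 3 SD, and starting fluorescence ratio within library mean plus 5 SD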;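 also: higher score means more depolarization so channel activation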
ANO1 activ = mouse TMEM16A channel activation, primary screen; AID 623877; 340,000 compounds, 0.3% hits; HEK293 TMEM16A/YFP-H148Q/I152L, iodide quench fluorescence; active compounds read low; B-score at 10 µM; Q8BHY3;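 active = fluorescence-ratio B-score plate-corrected deviation score at least 3 library SD below zero, with starting fluorescence score within 5 deviations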;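 also: channel opened by trigger with iodide after compound preincubation; score built on the fluorescence ratio of max minus min over baseline; more negative score means more quench and so TMEM16A activation or potentiation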
TRPC4 block = blocks the mouse TRPC4 cation channel | 300,000 compounds, 0.39% hits | AID 2247 | B-score at 10 µM | Q9QUQ5 | HEK293 TRPC4beta/mu-opioid, DAMGO-evoked Fluo4 calcium flux; active compounds read low;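 active = B-score over 3 SD under the library average, no early fluorescence shift, positive overall ratio signal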
Target sequence (Q9QUQ5 whole entry, looked up): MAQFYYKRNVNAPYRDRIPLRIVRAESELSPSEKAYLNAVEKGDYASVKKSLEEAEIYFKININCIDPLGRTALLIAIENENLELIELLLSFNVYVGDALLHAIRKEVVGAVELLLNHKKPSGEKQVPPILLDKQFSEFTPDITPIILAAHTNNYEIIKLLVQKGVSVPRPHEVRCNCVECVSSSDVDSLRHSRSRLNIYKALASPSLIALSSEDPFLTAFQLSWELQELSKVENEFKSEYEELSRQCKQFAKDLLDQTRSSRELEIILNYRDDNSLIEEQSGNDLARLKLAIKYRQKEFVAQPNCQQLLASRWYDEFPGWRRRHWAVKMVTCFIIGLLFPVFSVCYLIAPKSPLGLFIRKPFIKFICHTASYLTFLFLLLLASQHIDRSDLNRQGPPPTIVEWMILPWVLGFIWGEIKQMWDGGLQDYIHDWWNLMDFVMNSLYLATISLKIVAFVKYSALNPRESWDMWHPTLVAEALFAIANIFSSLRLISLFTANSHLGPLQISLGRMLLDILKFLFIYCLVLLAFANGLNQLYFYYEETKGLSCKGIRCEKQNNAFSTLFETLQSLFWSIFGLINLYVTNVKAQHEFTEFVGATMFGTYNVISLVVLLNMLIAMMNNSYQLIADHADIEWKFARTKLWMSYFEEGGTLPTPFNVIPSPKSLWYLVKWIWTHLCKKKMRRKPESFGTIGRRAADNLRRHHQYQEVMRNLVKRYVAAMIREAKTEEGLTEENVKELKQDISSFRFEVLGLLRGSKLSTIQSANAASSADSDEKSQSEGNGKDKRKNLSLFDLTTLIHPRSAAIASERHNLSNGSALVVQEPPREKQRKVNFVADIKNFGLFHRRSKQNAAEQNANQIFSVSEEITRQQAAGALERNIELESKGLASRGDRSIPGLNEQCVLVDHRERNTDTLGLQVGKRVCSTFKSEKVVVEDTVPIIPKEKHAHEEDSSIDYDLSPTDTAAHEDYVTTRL
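Test system – stable TRPC4beta/mu-opioid receptor HEK293 cells · Probe or stimulus – DAMGO, a submaximal dose followed by a maximal one · Dosing – one concentration per compound · Signal – Fluo4 calcium fluorescence by kinetic imaging, 5 s 1 Hz baseline · Evaluation – per-well B score of integrated baseline-normalized Fluo4 ratio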
TRPC4 act = opens the mouse TRPC4 cation channel | HEK293 TRPC4beta/mu-opioid, Fluo4 calcium fluorescence; active compounds read high | B-score at 10 µM | 310,000 compounds, 0.49% hits | AID 2237;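 active = B-score above 5 SD of library B-scores, and initial fluorescence ratio not above library mean plus 5 SD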;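 also: positive B-score marks a calcium rise read as TRPC4 activation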
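Assay system: HEK293 stable line with TRPC4beta plus mu-opioid receptor. Times: dye 45 min RT, read 110 s. Measured by: kinetic Fluo4 calcium fluorescence. Measure: B score of integrated ratio. Controls: assay buffer as low control, maximal DAMGO as high control.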
MrgX1 ag = activates human MrgX1 receptor signaling; 310,000 compounds, 0.44% hits; AID 588627; B-score at 10 µM; MrgX1-HEK293 cells, Fluo-4 calcium fluorescence, agonist mode; active compounds read high; Q96LB2;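 active = calcium response B-score plate-corrected fluorescence ratio at least 3 library SD, with starting fluorescence B-score inside 5 SD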
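Material: HEK293 cells stably expressing human MrgX1 receptor | Quantity: 15,000 cells per well | Times: Cells plated overnight, dye loaded 0.5 h 37 °C, 0.5 h room temperature | Measured by: Kinetic Fluo-4 NW fluorescence of intracellular calcium | Control set: Positive and negative controls per plate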
MrgX1 PAM = human MrgX1 positive allosteric modulation, primary screen; MrgX1-HEK293, Fluo-4 calcium flux, FDSS; active compounds read high; AID 588675; B-score at 10 µM; Q96LB2; 310,000 compounds, 0.63% hits;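 active = plate-corrected calcium response at least 3 library SD above typical, normal starting fluorescence, not activating the receptor alone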;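 also: compound read alongside a low EC10 to EC30 dose of BAM8-22 agonist; peak minus trough fluorescence over baseline measured at the second addition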
ANO1 block = blocks the mouse calcium-activated chloride channel TMEM16A; HEK293 TMEM16A/YFP iodide influx fluorescence, ionomycin; normalized B-score (activity score, 25-100; higher = stronger inhibition) at 10 µM; 310,000 compounds, 1.2% hits;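 active = ratio plate-corrected score three or more library SD toward inhibition, starting fluorescence score within five deviations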;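 also: score derived from kinetic fluorescence span divided by baseline fluorescence per well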
MrgX1 antag = human MrgX1 receptor antagonism, primary screen | B-score at 10 µM | MRGX1-HEK293 calcium flux, Fluo-4, BAM8-22 antagonism; active compounds read low | AID 588676 | 310,000 compounds, 1.3% hits | Q96LB2;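 active = calcium-response B-score plate-corrected more than 3 library SD below zero, starting fluorescence within 5 deviations, no agonist response on first addition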;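 also: peak minus trough fluorescence over baseline after final BAM8-22 challenge near maximal dose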
TRPC4 PAM = allosteric potentiators of mouse TRPC4 channel. B-score at 10 µM. Q9QUQ5. AID 2227. HEK293 TRPC4beta/mu-opioid, DAMGO EC20, Fluo-4 Ca2+ flux; active compounds read high. 310,000 compounds, 0.42% hits;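 active = B-score of calcium response area above 5 SD of library B-scores, with initial fluorescence ratio within 5 SD of library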;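 also: B-score of integrated fluorescence ratio over time as area under calcium response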
* marks the source's active call; other numbers are inactive results; i = inactive; / = not tested or not shown.

SMILES | RGS4 block | TRPC6 inhibitor | TRPC6 activator | ANO1 activ | TRPC4 block | TRPC4 act | MrgX1 ag | MrgX1 PAM | ANO1 block | MrgX1 antag | TRPC4 PAM
COCc1cc(C)nc(SCC(=O)Nc2cccc3cccnc23)c1C#N | i | i | i | i | i | i | i | i | i | i | i
S=c1[nH]nc(COc2ccc(Cl)cc2)n1C1CCCCC1 | i | i | i | i | i | i | i | i | i | i | i
NNC(=O)c1ccc(Cn2cc(Cl)cn2)cc1 | i | i | i | i | i | i | i | i | i | i | i
COCCCNC(=O)CCc1nnc2ccc(N3CCC(C)CC3)nn12 | i | i | i | i | i | i | i | i | i | i | i
COc1ccc(NC(=O)COc2ccc(CNCCCN3CCOCC3)cc2OC)cc1 | i | i | i | i | i | i | i | i | i | i | i
COc1ccc(CC(=O)NC2CCN(Cc3nnnn3C(C)(C)C)CC2)cc1OC | i | i | i | i | i | i | i | i | i | i | i
Cc1sc2nc(COC(=O)c3ccc(Cl)c(N)c3)[nH]c(=O)c2c1C | i | i | i | i | i | i | i | i | i | i | i
O=C(COC(=O)c1cnc(Cl)c(Cl)c1)NCCC1=CCCCC1 | i | i | i | i | i | i | i | i | i | i | i
CC1CCC/C(=C\Nc2ccc(O)cc2)C1=O (configuration not stated) | i | i | i | i | i | i | i | i | i | i | i
CC1CCc2ccc(F)cc2N1S(=O)(=O)c1cccs1 (configuration not stated) | i | i | i | i | i | i | i | i | i | i | i
O=C(NCc1ccccc1)c1ccccc1-c1nc2ccccc2[nH]1 | i | i | i | i | i | i | i | i | i | i | i
O=C(Nc1ccc2snnc2c1)N1CCN(c2ccccc2)CC1 | i | i | i | i | i | i | i | i | i | i | i
C[C@H](NC(=O)c1nc[nH]c1C(=O)N[C@@H](CCCCNC(=O)OC(C)(C)C)C(=O)OC(C)(C)C)c1ccccc1 | i | i | i | i | i | i | i | i | i | i | i
CCN1CCN(CCn2c(=S)[nH]c3ccccc3c2=O)CC1 | i | -6.33* | i | / | i | i | i | i | i | i | i
O=C(O)c1ccc(S(=O)(=O)NC2CCCCC2)cc1 | i | i | i | i | i | i | i | i | i | i | i
Cc1ccc(NC(=O)CSc2nc3ccccc3c(=O)n2CCCN2CCCCC2)cc1C | i | -7.88* | i | i | i | i | i | i | i | i | i
Oc1c(Br)cc(Cl)cc1C=Nc1ccc(N2CCOCC2)cc1 | i | i | i | i | i | i | i | i | i | i | i
COc1ccccc1NC(=O)c1cc([N+](=O)[O-])ccc1NCCN1C(=O)CCC1=O | i | i | i | i | i | i | i | i | i | i | i
Cn1ccsc1=NC(=O)c1ccc(Cl)cc1 | i | i | i | i | i | i | i | i | i | i | i
Cc1c(NC(=S)NC(=O)c2ccc(COc3ccccc3)cc2)cccc1C(=O)O | i | i | i | i | i | i | i | i | i | i | i
Cc1ccc(C)c2c1cc(C)c1nnc(SCC(=O)Nc3cccc(C(=O)O)c3)n12 | i | i | i | i | i | i | i | i | i | i | i
C=CCn1c(NCc2cc(Cl)ccc2O)nc2ccccc21 | i | i | i | i | i | i | i | i | i | i | i
Cc1ccc(C(=O)NC(=S)Nc2ccc(CN3CCOCC3)cc2)cc1 | i | i | i | i | i | i | i | i | i | i | i
COc1ccc(C(=O)N2CCC(C(=O)Nc3ccc(OC)c(OC)c3)CC2)cc1 | i | i | i | i | i | i | i | i | i | i | i
c1ccc(-c2nnc(NC3=NCCC3)o2)cc1 | i | i | i | i | i | i | i | i | i | i | i
COc1ccc(C(=O)CC(=O)C(=O)Nc2ccccc2Cl)cc1 | i | i | i | i | i | i | i | i | i | i | i
CC1(NC(=O)c2cc(S(=O)(=O)N3CCCCC3)ccc2Cl)CCS(=O)(=O)C1 (configuration not stated) | i | i | i | i | i | i | i | i | i | i | i
CCSc1nnc(NC(=O)CSc2nnc(Cc3cccn3C)n2-c2ccc(F)cc2)s1 | i | i | i | i | i | i | / | / | / | / | i
C/C(=N\Nc1nc2c(s1)CCCC2)c1ccccc1 | i | i | i | i | i | i | i | i | i | i | i
CSc1ccccc1C(=O)NCc1ccc(S(N)(=O)=O)cc1 | i | i | i | i | i | i | i | i | i | i | i
CCCSc1nnc2nc3c(nn12)c1ccccc1n3C | i | i | i | i | i | i | i | i | i | i | i
CC1C(=O)N2CCCc3cc(NC(=O)c4ccccc4C(F)(F)F)cc1c32 (configuration not stated) | i | i | i | i | i | i | i | i | i | i | i
CCN(CC(=O)NCc1ccc(Cl)cc1)C(=O)Cc1ccccc1[N+](=O)[O-] | i | i | i | i | i | i | i | i | i | i | i
COc1ccc(C(C#N)N2CCCCCC2)cc1OC (configuration not stated) | i | i | i | i | i | i | i | i | i | i | i
O=c1c2ccccc2nc(/C=C/c2ccccc2)n1CCc1ccccc1 | i | i | i | i | i | i | i | i | i | i | i
Cc1cccc(C)c1N1CCN(S(=O)(=O)N2CCCCC2)CC1 | i | i | i | i | i | i | i | i | i | i | i
COC(=O)C1=C(C)NC(C)=C(C(=O)OC)C1c1ccc(OC(=O)c2ccco2)cc1 | i | i | i | i | i | i | i | i | i | i | i
CN1CCN(C2=C(NS(=O)(=O)c3ccccc3)C(=O)c3ccccc3C2=O)CC1 | i | i | i | i | i | i | i | i | i | i | i
Cc1ccccc1N1C(=O)c2sc3nc4c(c(=O)n3c2C1=O)CCC4 | i | i | i | i | i | i | i | i | i | i | i
COc1ccccc1NC(=O)CCCN1C(=O)C2CC=CCC2C1=O (configuration not stated) | i | i | i | i | i | i | i | i | i | i | i
COc1ccc(Nc2ncnc3sc(C)cc23)cc1 | i | i | i | i | i | i | i | i | i | i | i
Nc1nc(C(=O)N2CCOCC2)nn1S(=O)(=O)c1ccccc1 | i | i | i | i | i | i | i | i | i | i | i
CCOCCn1c(=O)c2c(nc3n2CC(C)CN3Cc2ccccc2)n(C)c1=O (configuration not stated) | i | i | i | i | i | i | i | i | i | i | i
C=CCC1(CC=C)CCCN1C(=O)c1cc(COc2ccccc2SC)on1 | i | i | i | i | i | i | i | i | i | i | i
COc1ccc(NC(=O)/C=C/c2cccc(Br)c2)cn1 | i | i | i | i | i | i | i | i | i | i | i
S=C(Nc1nc2c(s1)CCCC2)NC1CC1 | i | i | i | i | i | i | i | i | i | i | i
COc1ccc(CCN(C)Cc2ccc(OCc3ccccc3)c(OC)c2)cc1OC | i | i | i | i | i | i | i | i | i | i | i
COc1cccc(-n2c(Cn3nc(C(F)F)cc3C(F)F)n[nH]c2=S)c1 | i | i | i | i | i | i | i | i | i | i | i
Cc1csc(NC(=O)c2cn3ccccc3n2)n1 | i | i | i | i | i | i | i | i | i | i | i
CCc1nc(Nc2ccc3nccnc3c2)c2oc3ccccc3c2n1 | i | i | i | i | i | i | i | i | i | i | i
CCc1ccc(-n2cnc3cc(C(=O)NCC(OC)OC)ccc32)cc1 | i | i | i | i | i | i | i | i | i | i | i
O=C(Nc1ccccc1C(=O)N1CCCCCC1)c1ccccc1 | i | i | i | i | i | i | i | i | i | i | i
C[C@H](NC(=O)c1ccccc1Cl)C(=O)OC(C(=O)Nc1cc(C(F)(F)F)ccc1Cl)c1ccccc1 (some centres not stated) | i | i | i | i | i | i | i | i | 25* | i | i
CC(C)c1nc2oc3c(NCC4CCCO4)ncnc3c2c2c1CCC2 (configuration not stated) | i | i | i | i | i | i | i | i | i | i | i
COc1ccc(CNC(=O)C2CCCN(Cc3nc(-c4cccc(C)c4)oc3C)C2)cc1 (configuration not stated) | i | i | i | i | i | i | i | i | i | i | i
COC(=O)c1ccccc1NC(=O)NCc1cccnc1 | i | i | i | i | i | i | i | i | i | i | i
Cc1nnc2ccc(N3CCCC3)nn12 | i | i | i | i | i | i | i | i | 25* | i | i
Cc1ccc2c(c1)c1c3n2CCNC3CCC1 (configuration not stated) | i | i | i | i | i | i | i | i | i | i | i
COc1cccc(CNS(=O)(=O)c2c(C(=O)N3CCCCC3)c(C)n(C)c2C)c1 | i | i | i | i | i | i | i | i | i | i | i
Cc1ccccc1N1CCN(C2CCCN(C(=O)CCN3CCCO3)C2)CC1 (configuration not stated) | i | i | i | i | i | i | i | i | i | i | i

2 entries from above, as a markdown table:
| Molecule | RGS4 block | TRPC6 inhibitor | TRPC6 activator | ANO1 activ | TRPC4 block | TRPC4 act | MrgX1 ag | MrgX1 PAM | ANO1 block | MrgX1 antag | TRPC4 PAM |
| --- | --- | --- | --- | --- | --- | --- | --- | --- | --- | --- | --- |
| COc1ccc(CCN(C)Cc2ccc(OCc3ccccc3)c(OC)c2)cc1OC | i | i | i | i | i | i | i | i | i | i | i |
| COc1cccc(-n2c(Cn3nc(C(F)F)cc3C(F)F)n[nH]c2=S)c1 | i | i | i | i | i | i | i | i | i | i | i |

Other compounds.
SMILES | RGS4 block | TRPC6 inhibitor | TRPC6 activator | ANO1 activ | TRPC4 block | TRPC4 act | MrgX1 ag | MrgX1 PAM | ANO1 block | MrgX1 antag | TRPC4 PAM
O=C(COC(=O)CCN=C1NS(=O)(=O)c2ccccc21)NC1CCCCCCC1 | i | i | i | i | i | i | i | i | i | i | i
COC(=O)c1cc(-c2ccc(C)cc2)n[nH]1 | i | i | i | i | i | i | i | i | i | i | i
CN1/C(=C/C(=O)c2nc(S(C)(=O)=O)ncc2Cl)C(C)(C)c2ccccc21 | i | i | i | i | i | i | i | i | i | i | i
COC(=O)C(NC(=O)c1ccc(F)cc1)(Nc1ncc(S(=O)(=O)c2ccc([N+](=O)[O-])cc2)s1)C(F)(F)F (configuration not stated) | i | i | i | i | i | i | i | i | i | i | i
Cc1nc(SCC(=O)NCc2ccco2)c2c(=O)n(C)c(=O)n(CC(C)C)c2n1 | i | i | i | i | i | i | i | i | i | i | i
CC(Sc1nc(NC(C)(C)C)nc(N(C)C)n1)C(=O)Nc1ccccc1 (configuration not stated) | i | i | i | i | i | i | i | i | i | i | i
COC(=O)c1ccc(NC(=O)CSc2nnc(COc3c(C)cccc3C)o2)cc1 | i | i | i | i | i | i | i | i | i | i | i
Cc1cc(C)cc(N(C(C)C(=O)Nc2c(C)n(C)n(-c3ccccc3)c2=O)S(C)(=O)=O)c1 (configuration not stated) | i | i | i | i | i | i | i | i | i | i | i

Screening data deposited in PubChem by Johns Hopkins Ion Channel Center.
